# ABCB6 inh 2: blocks the human ABCB6 transporter. Q9NP58. K562-ABCB6 porphyrin accumulation, flow cytometry, 1 h; stronger effect = lower value. fluorescence ratio to DMSO, % at 10 µM. 360,000 compounds, 0.19% hits;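 active means fluorescence ratio to DMSO below 75%, the collection mean minus 3 SD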;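 further: signal is porphyrin accumulated inside mitochondria; 100% equals median channel fluorescence of DMSO control wells; lower ratio means ABCB6 inhibition with less porphyrin fluorescence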
# MC4R barr agon: agonists of human melanocortin 4 receptor (MC4R) beta-arrestin; P32245; U2OS MC4R beta-arrestin complementation, luminescence; percent of melanotan II response, DMSO zero; activation, % at 8.9 µM; 360,000 compounds, 0.98% hits;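 active means activation above a per-plate cutoff, the mean activation of sample wells on that plate plus 3 SD, cut at about 8% in these data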
# SRC2 inh: inhibits human steroid receptor coactivator 2; AID 651957; inhibition, % at 9 µM; 370,000 compounds, 0.17% hits; HEK293 GAL4-SRC2 luciferase reporter, luminescence;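 active means inhibition above the mean inhibition of all tested compounds plus 3 SD, set per campaign, cut at about 52% in these data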;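 further: 0% = DMSO treated cells and 100% = cells given Gossypol at 36 µM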
# TLR9-MyD88 block: inhibitors of human TLR9-MyD88 binding; 340,000 compounds, 0.21% hits; inhibition, % at 4.98 µM; CHO BLA complementation TLR9-MyD88, CCF4 FRET ratio; Q9NR96+Q99836;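 active means inhibition above the mean over all tested compounds plus 3 SD, cut at about 21% in these data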;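 further: 0% = DMSO only wells and 100% = clavulanate BLA inhibitor control wells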
# Target sequence (Q99836 whole entry, looked up): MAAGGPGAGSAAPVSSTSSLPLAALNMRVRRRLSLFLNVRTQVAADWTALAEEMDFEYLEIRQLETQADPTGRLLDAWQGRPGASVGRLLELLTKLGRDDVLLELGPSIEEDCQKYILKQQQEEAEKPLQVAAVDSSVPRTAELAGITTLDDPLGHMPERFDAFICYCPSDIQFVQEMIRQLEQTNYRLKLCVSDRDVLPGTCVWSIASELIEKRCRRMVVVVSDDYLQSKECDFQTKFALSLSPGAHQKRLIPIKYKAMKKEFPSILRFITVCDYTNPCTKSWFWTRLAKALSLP
# Target sequence (Q9NR96 whole entry, looked up): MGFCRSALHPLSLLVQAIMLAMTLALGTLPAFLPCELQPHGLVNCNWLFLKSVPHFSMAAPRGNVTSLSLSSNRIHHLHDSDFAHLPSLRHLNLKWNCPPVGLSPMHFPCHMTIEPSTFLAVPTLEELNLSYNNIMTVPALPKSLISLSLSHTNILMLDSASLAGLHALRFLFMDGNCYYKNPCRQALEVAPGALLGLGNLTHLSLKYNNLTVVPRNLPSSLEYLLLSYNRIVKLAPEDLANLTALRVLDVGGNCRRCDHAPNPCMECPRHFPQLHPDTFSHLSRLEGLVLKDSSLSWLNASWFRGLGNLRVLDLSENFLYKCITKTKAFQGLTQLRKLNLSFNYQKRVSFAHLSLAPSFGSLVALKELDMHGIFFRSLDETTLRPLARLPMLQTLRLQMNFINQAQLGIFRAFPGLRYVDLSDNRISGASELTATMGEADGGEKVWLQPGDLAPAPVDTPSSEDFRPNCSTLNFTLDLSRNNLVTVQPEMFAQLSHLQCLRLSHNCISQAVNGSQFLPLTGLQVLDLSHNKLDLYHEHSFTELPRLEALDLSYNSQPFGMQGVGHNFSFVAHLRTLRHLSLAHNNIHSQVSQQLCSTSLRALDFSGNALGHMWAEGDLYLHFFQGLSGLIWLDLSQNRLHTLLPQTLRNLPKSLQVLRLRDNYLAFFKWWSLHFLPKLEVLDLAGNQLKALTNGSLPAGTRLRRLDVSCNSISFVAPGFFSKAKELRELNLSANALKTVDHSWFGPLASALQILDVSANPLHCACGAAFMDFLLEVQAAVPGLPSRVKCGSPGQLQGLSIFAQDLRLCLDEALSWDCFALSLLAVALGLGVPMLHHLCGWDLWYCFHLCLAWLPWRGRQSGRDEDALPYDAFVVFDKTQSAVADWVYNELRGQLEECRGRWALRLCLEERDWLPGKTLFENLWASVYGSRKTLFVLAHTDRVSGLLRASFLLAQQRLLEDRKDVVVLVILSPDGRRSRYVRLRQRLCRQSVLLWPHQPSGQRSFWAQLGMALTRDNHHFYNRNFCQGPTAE
# ABHD5 PLIN5 PPI: inhibitors of human ABHD5-perilipin-5 interaction; Q00G26+Q8WTS1; inhibition, % at 4 µM; Split G. princeps luciferase complementation, luminescence, 4 h; 360,000 compounds, 0.78% hits; AID 602281;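 active means inhibition above the mean inhibition across every tested compound plus 3 SD, cut at about 22% in these data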;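 further: 0% = DMSO only wells and the 100% control is not disclosed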
# m5-HT2A agonist: agonists of mouse serotonin 5-HT2A receptor (HTR2A); CHO-K1 mHTR2A beta-arrestin complementation, luminescence; percent of 30 µM serotonin response; activation, % at 7.6 µM; AID 624169; 360,000 compounds, 0.66% hits;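 active means activation above a run cutoff, the mean activation of all tested compounds plus 3 SD, cut at about 14% in these data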;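 further: 0% = plate median of compound wells and 100% = 30 µM serotonin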
# NOD2-RIPK2 inh: inhibitors of human NOD2-RIPK2 interaction. CHO BLA complementation NOD2-RIPK2, CCF4 ratio. inhibition, % at 4.98 µM. 360,000 compounds, 0.38% hits. O43353; in the data active means inhibition above about 21%;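 further: 0% = vehicle only and 100% = reference blocker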
# H9c2 protect: modulators protecting cardiomyocytes from myocardial damage. H9c2 cardiomyocytes, H2O2 injury protection, ATPLite, 2 h. protection from H2O2 cell death, % at 20 µM. 360,000 compounds, 0.63% hits;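 active means compounds giving at least 50% protection of heart cells from peroxide-induced death in the single-dose screen, raw or plate-pattern-corrected value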;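 further: 0% = DMSO wells with peroxide and 100% = DMSO wells without peroxide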
# MC4R antagonist: antagonists of human melanocortin 4 receptor (MC4R); AID 540295; P32245; inhibition, % at 6.5 µM; MC4R-expressing cells, MTII-stimulated cAMP, LANCE TR-FRET; 360,000 compounds, 0.48% hits;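 active means inhibition above its plate's cutoff, the mean of tested wells on that plate plus 3 SD, cut at about 29% in these data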;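 further: 0% = Melanotan II alone and 100% = Melanotan II plus saturating MCL0020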
#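 System – human MC4R-expressing U2OS cells · Also added – Melanotan II · Dosing – one concentration, 6.5 µM nominal · Timing – 30-min compound, 1-h challenge, 1-h detection, room temperature · Measured by – Eu-cAMP/anti-cAMP TR-FRET, emission 671 nm · Replicates – singlicate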
# N-glyco inh: blocks N-linked glycosylation in D54 reporter cells | 360,000 compounds, 0.23% hits | D54 ERlucT glycosylation luciferase reporter, 24 h; percent of 100 nM tunicamycin response | AID 588692 | reporter increase, % at 12.5 µM;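 active means mean luciferase reporter signal, scaled so untreated is 0 and the glycosylation-blocking control 100, at or above a set limit in every replicate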;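 further: luciferase carries N-glycosylation sites so blocking glycosylation raises the light; 0% = median of neutral control wells and 100% = median of 100 nM tunicamycin wells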
# Numbers without * were called inactive; x = not tested or not shown. The list is partial (hit frequency here may not be typical).
SMILES,ABCB6 inh 2,MC4R barr agon,SRC2 inh,TLR9-MyD88 block,ABHD5 PLIN5 PPI,m5-HT2A agonist,NOD2-RIPK2 inh,H9c2 protect,MC4R antagonist,N-glyco inh
Cc1cccc(C(=O)N2CCC(=O)N(C(COCc3cccc(Cl)c3)Cc3ccccc3)CC2)c1 (centres undefined),101,0.9,27,-4,3,2,-2,3,13,-3
CC1(C)Cc2c(cnn2-c2cccc(F)c2)C(NC(=O)c2ccc(=O)[nH]n2)C1 (centres undefined),94,-1.4,11,-5,8,0,12,-1,5,-1
O=C(N=C1SC2CS(=O)(=O)CC2N1c1ccc(F)cc1)C1CC1 (centres undefined),99,1.5,-24,13,-1,-2,8,0,12,-1
O=C(Cc1c(C(=O)O)[nH]c2ccccc12)NC1CCCC1,99,-2.8,1,0,-6,2,-2,12,16,0
CCOc1cccc(/C=N/NC(=O)c2cc(-c3cccn3C)n[nH]2)c1O,98,-1.7,4,8,-6,3,-9,36,4,-9
Cc1ccc([C@@H]2C[C@H]3CN(Cc4cccc(Cl)c4)C(=O)[C@]34CCCN24)o1,102,-0.4,11,15,1,-1,3,6,0,0
O=C(NCc1nnnn1-c1ccc(Cl)cc1)C(=O)c1c[nH]c2ccccc12,96,-0.1,-39,3,0,-1,-11,18,0,2
CC(=O)c1c(C)oc2c1cc(NS(=O)(=O)c1ccc(C(=O)O)cc1)c1ccccc12,83,0.9,13,-12,-13,-9,3,3,0,0
COC(=O)c1cn(-c2cccc(C)n2)cn1,95,-1.2,-37,2,0,4,1,-3,-5,1
O=C(c1ccco1)N1CCN(Cc2csc(-c3ccccc3Cl)n2)CC1,104,0.1,-34,-3,0,-4,2,-4,18,1
Cc1ccc(N2CC(C(=O)Nc3ccc4c(c3)OCO4)CC2=O)cc1 (centres undefined),98,0.3,-8,-3,-1,0,-8,-1,-1,2
CC(=O)Nc1ccc(S(=O)(=O)NCC2CCC(C(=O)N3CCCCCC3)CC2)cc1 (centres undefined),123,1.3,7,-1,2,5,3,-9,2,-1
OCCN1CCN(C(=S)Nc2ccc(SC(F)F)cc2)CC1,98,-1.0,-4,-1,-4,-2,8,2,5,1
Cc1cccc(C(=O)NCC(=O)OCC(=O)NCCNC(=O)COC(=O)CNC(=O)c2cccc(C)c2)c1,103,-0.3,-32,-9,-4,4,-8,7,14,-1
O=C(COc1ccccc1)N1CCNC1=O,109,-0.4,-5,-2,-1,-4,-10,-2,12,2
O=C(CCNC(=O)c1ccc(Br)cc1)Nc1cccc(S(=O)(=O)N2CCCC2)c1,99,-0.7,-3,1,-2,-11,10,-2,2,0
Cc1nc2c(sc(=S)n2Cc2ccco2)c(=O)n1CC(=O)Nc1ccccc1F,104,4.8,-7,-4,-6,1,-4,-1,0,0
COCCNC(=O)C(=O)NCC1OCCN1C(=O)c1ccc(Cl)cc1 (centres undefined),99,-1.3,-13,-5,4,9,-17,6,5,1
CCC(=O)Nc1ccc(Cl)c(NC(=S)NC(=O)COc2ccc(Cl)cc2)c1,96,5.9,1,0,1,-1,0,-7,-4,3
COCCC(=O)N1CCCC(CCC(=O)NCc2ccc(F)c(F)c2)C1 (centres undefined),104,-2.9,-2,-4,-2,3,-5,-1,-4,2
CCCC(=O)Nc1nnc([C@H]2C[C@H](O)[C@@H](CO)O2)s1,100,0.0,6,x,12,0,-7,5,-1,3
C[C@H]1CN([C@@H](C)CO)C(=O)CCCn2nncc2CO[C@H]1CN(C)C(=O)Nc1ccc(N2CCCCC2)cc1,97,-0.5,5,8,16,2,-3,3,7,2
Cc1ccc(NC(=O)Cn2c([N+](=O)[O-])cnc2C)cc1,101,0.1,-15,10,3,0,-11,6,0,1
C[N+]1(CN2C(=O)C3C4C=CC(C4)C3C2=O)CCCCC1 (centres undefined),97,1.0,-4,-6,0,-2,-2,6,9,2
O=C(O)CSc1nnnn1C1CCCCC1,104,-1.8,-23,-11,2,-4,-17,9,-3,-1
CSc1nc(-c2ccccc2)nn1S(=O)(=O)c1ccccc1,88,-1.9,-8,3,0,3,-2,1,0,-1
Cc1cc(C)cc(N(CC(=O)NCc2ccccc2)C(=O)CCC(=O)Nc2ccccn2)c1,93,0.1,-25,-5,-2,-3,4,6,11,1
CCN(CC)CCN1C(=O)C(O)=C(C(=O)c2sc(C)nc2C)C1c1cccnc1 (centres undefined),101,0.9,-9,3,8,4,-2,1,8,0
COc1ccc(C[C@H]2CN3C(=NC[C@@H]3C(C)C)N2CCNC(=O)c2ccc(C)c(Br)c2)cc1,96,3.9,x,7,13,-14,5,-11,9,6
Cc1ccc(C[n+]2cccc(-c3ccccc3)c2)c(C)c1,103,-0.2,3,-2,4,-3,3,-19,17,3
O=c1c2cnn(-c3ccccc3)c2ncn1CCc1ccccc1,100,-2.0,2,0,2,-7,-7,-4,-1,-1
CCN(CC)C(=O)CSc1nnc(-c2cc(OC)cc(OC)c2)o1,102,-0.4,-2,2,2,3,-8,5,-7,-2
N#Cc1c(-c2ccccc2)nc(SCC(=O)NC2CCCCC2)[nH]c1=O,93,-3.9,19,5,2,1,7,11,24,1
Cc1ccc(O)c(N=Cc2sc3ccccc3c2Cl)c1,97,-1.1,1,-4,-2,0,4,28,6,-1
O=[N+]([O-])c1ccccc1OCCN1CCOCC1,94,-0.8,-12,4,4,-10,-4,-3,7,4
COc1cccc(/C=N/NC(=S)Nc2cccnc2)c1,99,-0.3,-53,8,-2,-3,7,-5,-4,0
CCCNC(=O)C(Cc1ccc(F)cc1)NC(=O)c1ccc(C#N)cc1 (centres undefined),95,-0.2,-9,-2,-4,1,5,8,1,1
C=CC[C@@H](Cc1ccc(F)cc1)C(=O)OC[C@H]1CCCN1C(=O)[C@@H](CC=C)CC(=O)N[C@@H](CO)Cc1ccccc1,100,7.9,16,-5,0,2,9,3,18,-2
CCc1nc2ccc(C(=O)NCCCN(C)C)cn2c1N(CC)CCOC,104,0.7,-21,x,0,0,-3,-2,0,-1
CC1(C)C2(C#N)C(=O)NC(=O)C12C#N (centres undefined),100,-2.6,-6,5,-8,-3,-2,1,6,1
COc1cc(C(=O)NCc2ccc(-n3cccc3)cc2)cc(OC)c1OC,95,2.3,x,3,1,-6,-2,-4,6,2
O=C(CN1C(=O)S/C(=C\c2ccc(Cl)cc2)C1=O)NC1C=CS(=O)(=O)C1 (centres undefined),96,-0.8,6,-4,-2,-2,2,4,6,4
O=C1NC[C@@H](CCCCN2C[C@H](Cc3ccc(O)cc3)N(CCc3ccc(O)cc3)C(=O)C2=O)N(CCc2ccc(O)cc2)C1=O,99,x,-13,x,-1,0,-9,x,x,x
CCC(C)(C)n1nnnc1C(c1cccs1)N1CCN(c2nc3ccccc3s2)CC1 (centres undefined),94,-0.5,1,10,0,-4,-10,-3,2,-9
CN(C)CCNC(=O)c1c(O)c2c([nH]c1=O)CCCC2,99,-0.7,6,0,-4,5,-10,-2,-4,-3
O=C(CSc1ccccc1)N1CCN(S(=O)(=O)c2cccs2)CC1,99,1.5,-17,7,-2,0,16,4,-2,-2
O=C1OC(c2ccccc2)=CC1=Cc1ccccc1O,93,-0.8,-32,1,12,-1,-12,7,2,-1
CC1(C)COC(c2cccn2Cc2ccc(F)cc2Cl)=N1,105,5.7,-37,-9,3,5,4,-6,5,-3
NC(=O)c1cc([N+](=O)[O-])ccc1NCCc1ccccc1,101,-0.3,-25,-9,3,-3,-6,2,4,0
Cc1cccc(C)c1NC(=O)COC(=O)C1CC(=O)N(Cc2ccccc2)C1 (centres undefined),100,-1.8,10,6,-2,-1,-3,2,2,1
COc1ccc(Nc2nnc(SCC(=O)NC3CC3)s2)cc1,90,-4.5,-23,-2,1,7,-2,-1,2,2
COc1cc(NC(=O)CCc2nnc3ccc(N4CCCC4)nn23)cc(OC)c1OC,96,0.5,9,5,-1,0,0,7,-1,5
COc1ccc(CCn2c(-c3ccc(OC)cc3)nc3c(c(=O)c4ccccc4n3C)c2=O)cc1,90,-2.6,-15,-1,-10,1,-7,2,8,-2
Cc1ccc(NC(=O)Nc2cccc(C)n2)cc1,93,2.0,-36,-3,-11,1,-3,-13,2,-4

# Compounds above with an aryl methoxy group (7):
SMILES,ABCB6 inh 2,MC4R barr agon,SRC2 inh,TLR9-MyD88 block,ABHD5 PLIN5 PPI,m5-HT2A agonist,NOD2-RIPK2 inh,H9c2 protect,MC4R antagonist,N-glyco inh
COc1ccc(C[C@H]2CN3C(=NC[C@@H]3C(C)C)N2CCNC(=O)c2ccc(C)c(Br)c2)cc1,96,3.9,x,7,13,-14,5,-11,9,6
CCN(CC)C(=O)CSc1nnc(-c2cc(OC)cc(OC)c2)o1,102,-0.4,-2,2,2,3,-8,5,-7,-2
COc1cccc(/C=N/NC(=S)Nc2cccnc2)c1,99,-0.3,-53,8,-2,-3,7,-5,-4,0
COc1cc(C(=O)NCc2ccc(-n3cccc3)cc2)cc(OC)c1OC,95,2.3,x,3,1,-6,-2,-4,6,2
COc1ccc(Nc2nnc(SCC(=O)NC3CC3)s2)cc1,90,-4.5,-23,-2,1,7,-2,-1,2,2
COc1cc(NC(=O)CCc2nnc3ccc(N4CCCC4)nn23)cc(OC)c1OC,96,0.5,9,5,-1,0,0,7,-1,5
COc1ccc(CCn2c(-c3ccc(OC)cc3)nc3c(c(=O)c4ccccc4n3C)c2=O)cc1,90,-2.6,-15,-1,-10,1,-7,2,8,-2

# Screens deposited in PubChem by several laboratories.
